EP2 antag: inhibitors of human EP2 prostaglandin E2 receptor; C6 glioma cells expressing human EP2, cAMP TR-FRET; cells stimulated with saturating PGE2; inhibition, % at 25 µM; P43116; hit rate 0.52% among 260,000;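 active means percent inhibition above 40 after rounding to a whole number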;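 further: rat C6 glioma host cells with rolipram phosphodiesterase inhibitor present; the protocol text gives 20 µM as final concentration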
p97 inhibitor: blocks human p97 ATPase activity; inhibition, % at 8 µM; hit rate 0.42% among 220,000; AID 1481; P55072; recombinant p97 ATPase, Kinase-Glo ATP luminescence, 3 h; in the data active means inhibition above about 15%;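 further: 0% = DMSO vehicle and 100% = wells lacking enzyme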
Target sequence (P55072 whole entry, looked up): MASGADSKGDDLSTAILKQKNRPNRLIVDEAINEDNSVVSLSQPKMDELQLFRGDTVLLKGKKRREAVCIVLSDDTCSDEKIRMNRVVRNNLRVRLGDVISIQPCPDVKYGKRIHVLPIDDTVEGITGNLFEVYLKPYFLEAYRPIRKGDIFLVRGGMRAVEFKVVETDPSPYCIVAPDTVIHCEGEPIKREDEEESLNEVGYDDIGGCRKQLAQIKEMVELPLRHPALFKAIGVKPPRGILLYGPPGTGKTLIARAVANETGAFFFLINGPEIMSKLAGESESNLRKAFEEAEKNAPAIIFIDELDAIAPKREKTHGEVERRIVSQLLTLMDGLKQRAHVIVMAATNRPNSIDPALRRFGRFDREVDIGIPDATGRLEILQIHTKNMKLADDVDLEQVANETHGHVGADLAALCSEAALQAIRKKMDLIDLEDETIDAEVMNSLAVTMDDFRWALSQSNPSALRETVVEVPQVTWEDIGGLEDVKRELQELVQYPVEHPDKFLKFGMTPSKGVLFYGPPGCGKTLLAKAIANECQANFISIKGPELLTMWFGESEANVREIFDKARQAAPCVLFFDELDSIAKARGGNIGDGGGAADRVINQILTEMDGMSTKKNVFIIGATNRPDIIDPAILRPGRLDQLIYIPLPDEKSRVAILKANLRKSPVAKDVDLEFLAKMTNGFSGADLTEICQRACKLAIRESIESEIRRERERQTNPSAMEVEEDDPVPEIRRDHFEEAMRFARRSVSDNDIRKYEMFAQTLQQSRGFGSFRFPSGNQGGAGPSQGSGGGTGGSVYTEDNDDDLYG
NPY2 pot ag: potentiates or activates human NPY-Y2 receptor; hit rate 0.45% among 220,000; AID 1359; activation, % at 3.6 µM; cells expressing NPY-Y2, potentiator/agonist read-out; in the data active means activation above about 27%;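 further: cells stimulated with NPY near EC25 plus isoproterenol at EC100; 0% = vehicle plus submaximal agonist and 100% = vehicle plus saturating agonist; some results beyond the cut were filed as inactive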
NPY Y1 blocker: blocks the human neuropeptide Y Y1 receptor. hit rate 1% among 200,000. inhibition, % at 3.6 µM. P25929. HEK293-CNG Y1 cells, membrane potential fluorescence; NPY at EC95, then isoproterenol;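 active means inhibition above the campaign mean inhibition of all tested compounds plus 3 SD, cut at about 20% in these data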;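 further: 0% = DMSO wells given NPY plus isoproterenol and 100% = isoproterenol alone without NPY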
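material = HEK293 cells with Y1 receptor plus CNG channel | also added = NPY 25 nM then isoproterenol 1 µM plus Ro 20-1724 25 µM | schedule = dye 3 h, compound 60 min room temperature, stimulation 45 min | measured by = membrane potential fluorescence | benchmarks = high control isoproterenol alone, low control NPY with isoproterenol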
S1P4 antagonist: blocks the human S1P4 receptor. O95977. hit rate 0.26% among 220,000. S1P4-expressing cells, antagonist mode, reporter read-out. inhibition, % at 4.98 µM; in the data active means inhibition above about 29%;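 further: 0% = wells stimulated with agonist and 100% = vehicle wells without agonist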
eIF4E 4G PPI: eIF4E/eIF4G interaction inhibition in translation initiation | P63073+Q04637 | TR-FRET eIF4E-eIF4GI(517-606) binding, 2 h | inhibition, % at 21.7 µM | hit rate 0.37% among 220,000 | AID 782;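 active means inhibition above about 30%, limit read from the data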;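 further: 0% = full FRET control wells and 100% = background wells lacking eIF4GI fragment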
S1P4 agonist: human S1P4 receptor agonism; hit rate 0.35% among 220,000; activation, % at 4.98 µM; O95977; S1P4-expressing cell line, agonist reporter assay; in the data active means activation above about 11%;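 further: 0% = DMSO vehicle and 100% = reference agonist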
NPY1 pot ag: human NPY-Y1 potentiation or agonism, primary screen; P25929; NPY-Y1 expressing cells, potentiator/agonist activation; activation, % at 3.6 µM; hit rate 0.37% among 220,000; in the data active means activation above about 33%, passing the limit was not always enough;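 further: cells stimulated with NPY at EC10 then isoproterenol at EC100; 0% = low agonist plus stimulus and 100% = saturating agonist plus stimulus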
EP2 mod: modulators of human EP2 prostaglandin E2 receptor | hit rate 0.83% among 260,000 | induction, % at 25 µM | P43116 | EP2-expressing cells, cAMP HTRF FRET, PGE2 co-stimulation;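 active means compounds whose cAMP rise, as percent of the full-agonist control response, exceeds 60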;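 further: rat C6 glioma line stably carrying human EP2 under a CMV promoter; the protocol text gives 20 µM as final concentration; 100% = response of wells given 1 µM PGE2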
Starred values were filed as active, the others as inactive; · = no result given; [ ] = remark or other dose. Not all compounds are listed; rates above refer to the full screens.

SMILES	EP2 antag	p97 inhibitor	NPY2 pot ag	NPY Y1 blocker	S1P4 antagonist	eIF4E 4G PPI	S1P4 agonist	NPY1 pot ag	EP2 mod
Cc1ccc(C)n1-c1ccccc1N1CCCCC1	5	5	12	56*	-4	6	-0.2	9	63*
O=C(Nc1cccc(S(=O)(=O)NCc2ccco2)c1)c1cc(-c2ccc(F)cc2)nc2ccccc12	6	4	-19	2	-2	6[fluorescence artefact?]	-0.5	-27	-28
Cc1ccc(-c2nc3ccsc3c(=O)[nH]2)cc1	5	1	0	1	6	1	0.5	-5	16
Cc1c(C#N)c(SCC(N)=O)nc2c1CCCC2	12	4	12	4	-7	5	-0.1	0	10
CCN(CC)c1ccc(/C=N/N(c2ccccc2)c2ccccc2)c(O)c1	13	2	7	6	-2	2	-0.3	-1	12
CC1=C(C(=O)OCc2ccccc2)C(c2ccc(C(C)(C)C)cc2)NC(=O)N1CCCCCC(=O)O (configuration not stated)	3	0	-5	8	12	-4	-0.3	-9	28
Cc1cccc(Cc2cnc(N3C(=N)SC(C)C3=O)s2)c1 (configuration not stated)	6	-1	-45	16	28	-2	-0.4	-27	4
Fc1ccc(C(CCCn2nnc(-c3cccnc3)n2)c2ccc(F)cc2)cc1	18	-7	21	9	-2	0[fluorescence artefact?]	0.1	19	-2
Cc1cccc(NC(=O)CCNS(=O)(=O)c2cccc3nonc23)c1C	11	2	5	-2	3	2	-0.2	-6	17
CC(CCOC1=NS(=O)(=O)c2ccccc21)NC(=O)C(=O)Nc1ccccc1 (configuration not stated)	6	8	-19	·	-5	0	1.0	-2	-23
Cc1cccc(OCC(=O)Nc2cc(C)on2)c1	14	3	-13	-1	-5	0	2.8	-6	-4
Cc1ccccc1C(=O)NC1CCN(Cc2nnnn2Cc2ccc(F)cc2)CC1	4	-1	-1	6	0	-7	2.6	14	-24
Cc1cc2nnc(SCC(=O)N3CCCCC3)n2c(N)n1	16	6	6	3	-11	-1	-1.6	-1	3
CCOC(CNC(=O)Cc1c(C)nc2c(-c3ccccc3)c(C)nn2c1C)OCC	5	-4	-10	-1	-8	-1	0.7	-5	5
O=C(CN1CCCCCC1)NCCc1ccc(F)cc1	4	4	1	-3	-10	3[fluorescence artefact?]	1.1	7	-24
COc1ccc(Br)cc1C(=O)Nc1ccccc1-c1ccccc1	6	-3	-19	17	-15	6	-0.1	-35	39
CCCCN(CCCC)S(=O)(=O)c1ccc(NC(=O)c2ccc([N+](=O)[O-])cc2Cl)cc1	9	-4	12	-6	0	-2	-2.8	2	-6
Cc1cc(C)c[n+](-c2[nH]c(=O)sc2/C=N/N=C(\N)[S-])c1	4	2	6	2	-4	-3	1.4	-5	7
COc1ccc(NC(=O)c2ccc(NC3CC(=O)N(c4ccc(C)cc4C)C3=O)cc2)cc1 (configuration not stated)	10	-1	11	·	6	-3	1.1	19	-27
COc1ccc(/C=C(\C#N)C(=O)Nc2cc(S(=O)(=O)N3CCOCC3)ccc2N2CCCC2)cc1	25	3	8	4	-12	-5	0.0	-28	6
Cn1c(CCNC(=O)c2ccc(F)cc2)nc2ccccc21	7	6	26	-7	-12	-1	9.1	13	0
O=C(Nc1ccccc1)NC1CCCCNC1=O (configuration not stated)	9	0	1	·	-7	5	1.2	1	6
COCCn1c(SCC(=O)NCCc2ccc(OC)c(OC)c2)nc2c([nH]c3ccccc32)c1=O	11	4	-3	7	8	-3	1.3	2	23
CC12CCC(C/C1=N/NC(=O)COc1ccccc1Cl)C2(C)C (configuration not stated)	6	-1	-2	-3	1	1	1.0	-6	-55
C=CCn1c(SCc2ccccc2C#N)nnc1-c1ccccc1O	6	3	-2	5	4	-2[fluorescence artefact?]	1.5	12	25

Part of the list above, with bars between the fields:
SMILES | EP2 antag | p97 inhibitor | NPY2 pot ag | NPY Y1 blocker | S1P4 antagonist | eIF4E 4G PPI | S1P4 agonist | NPY1 pot ag | EP2 mod
O=C(Nc1ccccc1)NC1CCCCNC1=O (configuration not stated) | 9 | 0 | 1 | · | -7 | 5 | 1.2 | 1 | 6
Cn1c(CCNC(=O)c2ccc(F)cc2)nc2ccccc21 | 7 | 6 | 26 | -7 | -12 | -1 | 9.1 | 13 | 0

Further compounds
SMILES	EP2 antag	p97 inhibitor	NPY2 pot ag	NPY Y1 blocker	S1P4 antagonist	eIF4E 4G PPI	S1P4 agonist	NPY1 pot ag	EP2 mod
CC(C)(C)OC(=O)N1CCC[C@H]1C(=O)NCc1ccc(Cl)cc1Cl	2	1	8	4	1	-1	0.5	7	23
COC(=O)COc1ccc(-c2ccc(F)cc2)cc1C=O	6	5	-8	-11	-14	6	3.4	-11	-22
CCC(=O)N1CCCc2ccccc21	12	9	1	·	12	1	-1.1	11	0
COc1ccccc1N(CC(=O)N1CCc2ccccc2C1)S(C)(=O)=O	9	3	-3	1	10	-1	-0.7	17	7
COc1ccc(CCN2C(=O)CN(Cc3ccccc3)CC2=O)cc1OC	7	5	-15	3	7	4[fluorescence artefact?]	-3.1	-21	-8
N#Cc1ccsc1NC(=O)c1ccc(Cl)c([N+](=O)[O-])c1	10	5	51*	·	-3	-1	-1.1	-8	-19
COc1ccc(C(C)=O)cc1COc1ccccc1[N+](=O)[O-]	5	3	11	3	-1	1	1.6	24	5
Cc1nn(-c2ccccc2)c2c1C(c1ccc([N+](=O)[O-])cc1)C(C#N)=C(N)O2 (configuration not stated)	16	6	34	·	-2	6	-0.4	19	-9
Cc1noc(C)c1C(=O)N1CCOCC1	2	1	-1	3	-13	1[fluorescence artefact?]	-1.9	-9	24
O=C(Nc1nc2ccccc2n1Cc1ccc(Cl)cc1)c1ccco1	17	-2	-11	4	-21	-8[fluorescence artefact?]	-0.7	-19	45
Cc1nc2sc3c(c2c(=O)n1N)CCC3	3	4	3	2	-11	-4	0.1	14	5
O=C(CSc1nnc(CNc2ccccc2)o1)N1CCc2ccccc21	6	-1	7	10	-7	36*	-0.3	4	-4
O=[N+]([O-])c1ccc(N2CCN(C(=S)Nc3ccccc3)CC2)cc1	1	4	3	2	-5	1	-1.5	-1	-19
OCCN(CCO)CC(O)COCCC12CC3CC(CC(C3)C1)C2 (configuration not stated)	11	-1	-5	6	8	-7	0.6	-33	0
Clc1ccc(NC2(c3nnnn3C3CCCCC3)CCCCC2)cc1	17	3	8	5	8	1[fluorescence artefact?]	0.6	-11	-15
CC(C)(Oc1ccc(Cl)cc1)C(=O)N1CCC(C(N)=O)CC1	6	3	11	14	-7	3	3.4	8	13
CCCCOc1ccc(NC(=O)CSc2cccc3cccnc23)cc1	6	3	1	4	-16	-6	0.9	-23	-45
CC(=O)Nc1ccccc1NC(=O)c1ccccc1	11	1	1	-4	-21	-1	-1.8	-19	3
Cc1c(NC2=C(Cl)C(=O)N(c3ccccc3Cl)C2=O)c(=O)n(-c2ccccc2)n1C	4	2	8	2	5	-4	0.9	-1	22
Cc1ccc(SCCC(=O)Nc2ccccc2C(=O)N2CCOCC2)cc1	1	-2	-4	-1	-14	13	1.9	5	12
C/C(=N/NC(=O)CNc1ccc(C)cc1)c1ccc(Br)s1	15	-4	6	0	-16	-2	0.2	5	27
CCC(C)C(=O)Nc1nc(C)c(-c2csc(Nc3cc(Cl)ccc3OC)n2)s1 (configuration not stated)	18	5	3	-1	-25	-6	0.2	7	-5
COc1ccc(N2CCN(C(=O)CSc3nnc4ncccn34)CC2)cc1	5	-2	4	-3	-4	-4	0.8	1	6
CCc1ccc(-c2cc(C(=O)N3N=C(C(F)F)CC3(O)C(F)F)c3ccccc3n2)cc1 (configuration not stated)	10	4	22	-3	-16	-4	1.1	26	-13
COc1ccc2[nH]c3c(=O)n(CCCN4CCOCC4)cnc3c2c1	6	4	-2	·	6	0	1.4	-10	10

Remaining list, next part:
SMILES	EP2 antag	p97 inhibitor	NPY2 pot ag	NPY Y1 blocker	S1P4 antagonist	eIF4E 4G PPI	S1P4 agonist	NPY1 pot ag	EP2 mod
CCc1c(C#N)sc(C(N)=O)c1CC	3	5	16	·	-19	3	1.4	12	4
CCCCCCC(=O)Nc1nc(C)c(-c2csc(Nc3cccc(OC)c3)n2)s1	19	5	2	28*	-18	-2	-0.1	5	24
O=C(NCCc1nc2ccccc2[nH]1)/C(=C/c1ccc2c(c1)OCO2)NC(=O)c1ccccc1Cl	11	0	-1	2	-20	4[fluorescence artefact?]	0.6	-19	-1
Cc1nnc2n(Cc3ccccc3)c(=O)c3c4c(sc3n12)COC(C(C)C)C4 (configuration not stated)	13	4	15	0	-1	5	0.1	-3	64*
C=CCn1c(SCc2ccc(Cl)c(Cl)c2)nnc1C(CO)NC(=O)c1ccc(OC)cc1 (configuration not stated)	5	-1	-4	-5	-27	-2	2.3	-2	-7
Cc1ccc(S(=O)(=O)/N=C(/c2ccccc2)N2CCOCC2)cc1	4	6	16	0	-5	0	1.5	9	1
O=S(=O)(c1ccc(Cl)cc1)N1CCC(N2CCOCC2)CC1	3	-3	-13	-3	-12	14	-1.6	-18	29
CCc1ccc(CNCCSc2nnnn2C)cc1	8	-1	-5	1	15	2[fluorescence artefact?]	2.7	-10	4
Cc1cc(O)c(C(C)C)cc1N=Cc1cc([N+](=O)[O-])ccc1O	15	8	-1	·	3	6	-0.9	2	4
CCC(=O)Nc1cccc(NC(=O)c2cccc([N+](=O)[O-])c2C)c1	9	5	-1	1	1	3	0.9	-2	-5
COc1ccc(-c2noc(COc3ccccc3OC)n2)cc1OC	6	-2	1	-1	-12	-1	0.0	0	-18
C/C=C/c1ccc(OCCCNC)c(OC)c1	15	-6	-15	5	3	-2	-2.6	-14	-13
CCc1nccn1C(=O)c1cnn2c(C(F)F)cc(-c3ccccc3)nc12	12	-1	-5	10	5	-4	-1.4	-9	-25
Cc1cc(NC(=O)c2ccc(N3CCCC3)c([N+](=O)[O-])c2)no1	6	-5	-1	-1	-5	6	1.0	-5	-12
COc1ccccc1Nc1nc(C2(C)CCC(=O)O2)cs1 (configuration not stated)	10	3	-6	-4	5	-6	-2.7	-19	-3
CN1CCN(C(=O)c2ccccc2NC(=O)C(C)(C)C)CC1	3	2	-11	4	-7	-2	-2.8	-8	9
CCCCn1cc([N+](=O)[O-])nc1C	7	9	5	·	7	8	-0.9	-8	8
Cc1cc(C)c(C#N)c(N2CCOCC2)n1	3	5	12	5	-1	4[fluorescence artefact?]	1.9	-11	4
O=c1/c(=C/c2ccccn2)sc2nc3ccccc3n12	·	4	-6	-3	19	-12	0.2	-11	28
Cc1cccc(NC(=O)CC2Nc3cccc4cccc(c34)NC2=O)c1 (configuration not stated)	8	6	9	-9	-14	-1	-1.9	14	-34
COc1cccc(CN2CCNC(=O)C2CC(=O)NCc2cn3cccc(C)c3n2)c1OC (configuration not stated)	5	5	13	12	5	2	1.2	11	4
N#CC1=C(N)SC(N)=C(C#N)C1c1cccc(Oc2ccccc2)c1	18	5	5	7	-16	2[fluorescence artefact?]	1.4	-8	5
Clc1ccc(Nc2cc(-c3ccccc3)nc3ncnn23)cc1	5	0	-16	·	5	3	-0.7	-19	2
CCOC(=O)Cc1csc(N)n1	5	0	4	1	-18	2	2.5	0	6
CC1(C(=O)NNC(=O)C2CCCCC2)CC1(Cl)Cl (configuration not stated)	7	10	1	·	2	-1	0.3	9	14

A draw from above in order of SMILES length, high to low:
SMILES	EP2 antag	p97 inhibitor	NPY2 pot ag	NPY Y1 blocker	S1P4 antagonist	eIF4E 4G PPI	S1P4 agonist	NPY1 pot ag	EP2 mod
Cc1ccc(S(=O)(=O)/N=C(/c2ccccc2)N2CCOCC2)cc1	4	6	16	0	-5	0	1.5	9	1
Clc1ccc(Nc2cc(-c3ccccc3)nc3ncnn23)cc1	5	0	-16	·	5	3	-0.7	-19	2
COc1ccccc1Nc1nc(C2(C)CCC(=O)O2)cs1 (configuration not stated)	10	3	-6	-4	5	-6	-2.7	-19	-3

Bioassay records deposited in PubChem by several laboratories.
